Screens as filed in PubChem BioAssay.
RGS12 GoLoco inh = RGS12 GoLoco-Gai1 interaction inhibition; Gai1:RGS12 GoLoco peptide FP, rhodamine, 10 min; Potency, µM (top dose mostly 61.6 µM), without a hit: at the top dose activity, negative = inhibition, actives largely listed as inhibitors; 230,000 compounds, 0.44% hits; active means well fitted inhibition curve with a large enough effect, not every such curve was filed as active; inactive means no such curve, though single readings can be large or run the other way; further: on the % scale 0 is the no-effect control and ±100 the full control effect; nearly all actives have a fitted effect of over 30% in size; many of its hits are not listed in these tables
Target sequence (P63096 whole entry, looked up): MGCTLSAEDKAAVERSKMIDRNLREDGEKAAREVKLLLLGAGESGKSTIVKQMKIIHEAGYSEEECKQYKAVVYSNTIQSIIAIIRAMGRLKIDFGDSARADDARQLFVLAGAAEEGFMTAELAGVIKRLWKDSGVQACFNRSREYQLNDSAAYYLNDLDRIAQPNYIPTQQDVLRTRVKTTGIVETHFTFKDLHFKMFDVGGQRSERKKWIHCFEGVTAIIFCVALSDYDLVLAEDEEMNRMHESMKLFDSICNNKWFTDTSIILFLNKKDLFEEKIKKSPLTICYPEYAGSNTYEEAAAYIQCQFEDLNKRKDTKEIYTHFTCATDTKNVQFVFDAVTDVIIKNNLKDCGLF
HTT aggregate = reduces HttQ103-GFP aggregates in PC12 cells | Potency, µM (highest dose often 46.1 µM), for inactives: top-dose activity change, negative = inhibition, hits mostly inhibitors | 220,000 compounds, 1.1% hits | AID 1688 | PC12 HttQ103-GFP aggregates, Acumen cytometry, 40 h; further: on the % scale 0 is the no-effect control and ±100 the full control effect; nearly all actives have a fitted effect of over 60% in size
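Huntingtin Q103 exon 1–GFP aggregates in induced PC12 cells (100 nM tebufenozide) were quantified by cytometry from lysates, with compounds dosed in titration.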
HTT ATP protect = Huntington cell model cytoprotection by ATP luminescence; PC12 HTT-Q103 induced, cytoprotection, ATP luminescence, 40 h; Potency, µM (top dose mostly 56.4 µM), for the others: cytoprotection (ATP increase), most hits filed as activators; 230,000 compounds, 0.14% hits;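 further: % of control where 0% means no effect; nearly all actives have a fitted effect of over 45% in size; toxic huntingtin expression switched on by the ecdysone agonist tebufenozide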
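Compounds were screened for protection of PC12 cells against cell death after tebufenozide induction (100 nM final) of mutant Huntingtin exon 1 (Q103) fused to GFP.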
GAA spleen mod = inhibitors or activators of human alpha-glucosidase in spleen homogenate. Potency, µM (doses to about 79.9 µM), without a hit: top-dose activity change, negative = inhibition, hits mostly inhibitors. AID 2112. 240,000 compounds, 0.006% hits. human spleen homogenate, 4-MU-alpha-glucoside fluorescence. P10253;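 further: 0% = enzyme with vehicle and -100% = no enzyme basal signal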
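Human spleen homogenate (1 ug) incubated with compounds and 1 mM 4-methylumbelliferyl-alpha-D-glucopyranoside in pH 5.0 citrate/phosphate buffer, 37 C, 40 min. Stopped at pH 10; 4-MU fluorescence (Ex 365/Em 440 nm); AC50 by Hill fit.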
GAA glycogen mod = inhibitors or activators of human alpha-glucosidase glycogen cleavage; P10253; recombinant GAA, glycogen substrate, Amplex Red glucose oxidase fluorescence; Potency, µM (series often up to 76.4 µM), for the others: top-dose activity change, negative = inhibition, usual class: inhibitors; 300,000 compounds, 0.38% hits; AID 2100;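 further: 0% = full enzyme reaction and -100% = no-enzyme basal signal; the screen sought inhibitors and activators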
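Natural-substrate format: glycogen cleavage by 4 nM human enzyme, glucose read by Amplex Red coupling (Ex 573, Em 610 nm). Normalized to enzyme and no-enzyme controls.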
GAA inh = blocks human lysosomal alpha-glucosidase; purified human GAA, 4-MU-alpha-glucoside fluorescence; Potency, µM (doses to about 76.9 µM), without a hit: at the top dose activity change, negative = inhibition, most hits filed as inhibitors; 200,000 compounds, 0.005% hits; AID 1466;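 further: plate controls were uninhibited enzyme wells for no effect and no-enzyme background for full effect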
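Human enzyme at 4 nM with 400 uM 4-methylumbelliferyl-alpha-D-pyranoside, citrate/phosphate buffer pH 5.0, 0.005% Tween-20, 20 min at room temperature. Compounds up to 77 uM. 4-MU fluorescence (Ex 365/Em 440) read after NaOH/glycine stop; AC50 from Hill fit.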
IMPase Li cell = cell-permeable IMPase inhibitors with lithium potentiation; CHO-M1 cells, IP1 TR-FRET (IP-One), carbachol + lithium; Potency, µM (highest dose often 59.4 µM), without a hit: top-dose activity, negative = IMPase inhibition, hits mostly inhibitors; 210,000 compounds, 0.35% hits;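 further: IP1 builds up when IMPase is blocked and the TR-FRET signal falls; plate controls were basal vehicle for no effect and high inhibitor control for full effect; nearly all actives have a fitted effect of over 50% in size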
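Steps: plate 2000 CHO-M1 cells per well and culture 16–30 h; add compound and lithium; incubate 30 min, 37C; add d2-IP1 tracer and Eu cryptate anti-IP1 antibody in lysis buffer; read after 10 min at room temperature.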
* hit, by the source's call; ? = inconclusive; · = no result given; [ ] = another dose, or the depositor's remark. Unless noted, the call rests on the fitted dose curve; in most records, active means well fitted curve in the direction sought with a large enough effect; inconclusive means small, poorly fitted or top-dose-only effect, or another doubt; inactive means no such curve, though single readings can be large; an effect the other way counts as inactive or inconclusive. Potency means the concentration at half of the fitted maximal effect.

smiles	RGS12 GoLoco inh	HTT aggregate	HTT ATP protect	GAA spleen mod	GAA glycogen mod	GAA inh	IMPase Li cell
NS(=O)(=O)c1ccc(NNC(=O)c2cccs2)cc1	2%	18%[9.22 µM]	5%[10 µM]	3%	?	·	·
CN(C(=S)Nc1ccccc1)c1ccccc1	-2%	-1%	·	-8%	-1%	-7%	-5%
O=C(CC1C(=O)N(c2ccccc2)C(=O)N1Cc1ccco1)Nc1ccccc1 (stereo not drawn)	0%	-18%	-19%	-23%	-9%	7%	4%
Cc1ccc(-c2cnc(NCc3cc4c(cc3[N+](=O)[O-])OCO4)n2C)cc1C	3%	-28%[9.22 µM]	-17%[10 µM]	3%	19%	?	5%
Cc1ccc2nc(C3CCCN(C(=O)NCc4ccccc4)C3)[nH]c2c1 (stereo not drawn)	·	-9%	-18%	2%	12%	6%	·
CC(=O)CSc1cc(-c2ccccc2)nc2ncnn12	5%	-7%[9.22 µM]	-2%[10 µM]	-3%	-19%	·	·
CCNC(=S)N1CCN(c2ncccn2)CC1	-10%	7%	24%[10 µM]	-7%	-1%	6%	-3%
CSc1nc(C)cc(NC(N)=O)n1	-2%	-5%	5%	-2%	-3%	-3%	7%[38.3 µM]
CC/S(C)=N/S(=O)(=O)c1ccc(C)cc1 (stereo not drawn)	9%	1%	·	6%	9%	0%	2%
CC(=O)c1ccc(NC(=O)CSc2nnc(Cn3cnc4ccccc43)o2)cc1	0%	-2%[9.22 µM]	2%[10 µM]	1%	-6%	10%	14%
CC(C)Cn1c(SCC(=O)NCc2ccc(Cl)cc2)nnc1-c1cccc(S(=O)(=O)N2CCOCC2)c1	-8%	-5%	11%	-5%	-24%	-7%	-12%[38.3 µM]
Cc1ccccc1OCc1nc2ccccc2c(=O)n1/N=C/c1ccco1	3%	22µM*	-25%[10 µM]	-1%	-2%	-9%	25%
c1ccc(CN2CCN(c3nc4ccccc4c4ccccc34)CC2)cc1	32%[activator]	5%[9.22 µM]	13%	-1%	-4%	-4%	7%[38.3 µM]
Cc1cc(NC(=O)CSc2n[nH]c(N)n2)no1	5%	2%	-31%[inhibitor]	-1%	7%	-6%	-4%
O=C1CCCC/C1=C\Nc1ccc(Cl)cn1	33%[activator]	4%	-17%[10 µM]	-9%	6%	-6%	9%[38.3 µM]

Entries shown so far containing a furan ring, fused or not:
smiles	RGS12 GoLoco inh	HTT aggregate	HTT ATP protect	GAA spleen mod	GAA glycogen mod	GAA inh	IMPase Li cell
O=C(CC1C(=O)N(c2ccccc2)C(=O)N1Cc1ccco1)Nc1ccccc1 (stereo not drawn)	0%	-18%	-19%	-23%	-9%	7%	4%
Cc1ccccc1OCc1nc2ccccc2c(=O)n1/N=C/c1ccco1	3%	22µM*	-25%[10 µM]	-1%	-2%	-9%	25%

The list goes on.
smiles	RGS12 GoLoco inh	HTT aggregate	HTT ATP protect	GAA spleen mod	GAA glycogen mod	GAA inh	IMPase Li cell
CCN(CC)CCNC(=O)C(C(=O)c1ccccc1)n1ccccc1=O (stereo not drawn)	6%	?	15%	9%	4%	-4%	-12%[38.3 µM]
COc1cc(OC)cc(C(=O)Nc2ccc(-c3nc4ccccc4o3)cc2)c1	10%	-6%	-16%	-6%	-4%	?	3%[38.3 µM]
Fc1ccc(NC(=S)NC2CCCCC2)c(F)c1F	·	6%	33%[10 µM]	6%	-6%	8%	·
O=C(Nc1ccccc1)Oc1ccccc1N1CCOCC1	-5%	-9%[9.22 µM]	11%[10 µM]	3%	?	4%[15.4 µM]	·
CCN1CCN(c2ccc(N=Cc3ccc(O)cc3O)cc2)CC1	14%	·	·	5%	?	5%	14%
COc1cc(CN2CCNC(=O)C2CC(=O)N(C)Cc2cccnc2)cc(OC)c1 (stereo not drawn)	4%	-15%[9.22 µM]	-5%[10 µM]	-7%	-8%	11%	0%
COc1cccc(NC(=O)C/C(C)=N/NC(=O)c2ccccc2Cl)c1	10%	-18%[9.22 µM]	24%[10 µM]	6%	-3%	·	·
CSc1cccc(NC(=O)CSc2ccc(C)cc2)c1	3%	0%	-2%	2%	10%	-1%	26%[38.3 µM]
COc1ccc(C(=O)NC(=S)N2CCCc3ccccc32)cc1OC	10%	5%	0%	-8%	?	-10%	9%
O=c1c2c(nc3cc(-c4ccc(F)cc4)[nH]n13)CCCC2	21%	12%[9.22 µM]	-96%[inhibitor]	-3%	-2%	0%	-9%[38.3 µM]
COC(=O)c1ccc(Cn2nc(C)cc2C)cc1	4%	1%	-5%	6%	11%	?	24%[38.3 µM]
COC(=O)C(=O)Nc1nnc(COc2ccccc2)s1	-6%	7%	-14%	-10%	4%	-2%	-19%[38.3 µM]
CCOC(=O)C1(CCc2ccccc2)CCN(Cc2cccc3nccnc23)CC1	20%	7%[9.22 µM]	12%[10 µM]	7%	10%	-14%	30%
CNCC(=O)Nc1c(C)n[nH]c1C	0%	3%	7%[1.9 µM]	1%	11%	-1%	2%
CCN(CC)CCNC(=O)c1ccc(NC(=O)Cc2ccccc2F)cc1	2%	?	-8%	-3%	6%	-1%	7%
COc1ccc(-c2cc(C(=O)NN)[nH]n2)cc1OC	14%	·	·	-1%	?	3%	10%
O=C(N/N=C\c1ccco1)Nc1cccc(Cl)c1	6%	12%	21%[10 µM]	-6%	6%	5%	9%
Cn1cccc1/C=C1\SC(=S)N(NC(=O)c2ccccc2Cl)C1=O	5%	8%	-6%[10 µM]	-13%	9%	?	2%
CC(NC(=O)COC(=O)c1ccccc1Nc1ccccc1)c1ccccc1 (stereo not drawn)	-6%	-10%	-2%[10 µM]	-8%	7%	7%	12%
CCC(C(=O)NCc1ccco1)N(C(=O)CNS(=O)(=O)c1ccccc1)c1ccccc1C (stereo not drawn)	13%	·	·	-4%	7%	10%	8%
COc1ccc(CCNC(=O)C23CN(Cc4ccccc4)CC2C(c2ccc([N+](=O)[O-])cc2)=NO3)cc1 (stereo not drawn)	-13%	11%	-24%[10 µM]	-9%	-4%	-8%	7%
O=C(CN1CCN(S(=O)(=O)c2ccccc2)CC1)NC(=O)NCc1ccco1	10%	26%[9.22 µM]	26%[10 µM]	-6%	0%	·	·
S=C(c1ccc(-c2cccc(Cl)c2)o1)N1CCCCC1	8%	-26%	-84%[inhibitor]	7%	-10%	-5%	-1%
O=c1cc(CNc2ccc(Br)cc2)nc2sccn12	4%	-17%	-2%[10 µM]	-1%	7%	3%	-2%
O=C(NCc1ccccc1Cl)c1ccc(CSc2nc3ccncc3[nH]2)cc1	13%	1%[9.22 µM]	10%[10 µM]	-7%	-4%	·	·
O=C(NCc1ccc(F)cc1)c1cnn2ccccc12	-6%	?	-17%	-9%	-12%	-1%	-10%[38.3 µM]
CCn1cc(Cl)c(C(=O)Nc2cccc(C(F)(F)F)c2)n1	7%	?	-32%[inhibitor]	·	-2%	-5%	34%[activator]
CN(CCO)C1=NS(=O)(=O)c2cc([N+](=O)[O-])ccc21	-6%	6.3µM*	-160%[inhibitor]	2%	2%	1%	12%
CCNc1ccc(C(=O)OCC)cc1NC(=O)c1cccc(S(=O)(=O)N(C)c2ccccc2)c1	8%	5%	-13%[10 µM]	-5%	12%	-16%	9%
CCOC(=O)c1sc2ncc([N+](=O)[O-])cc2c1N	-1%	10%[9.22 µM]	-6%[10 µM]	4%	3%	·	·
O=C(N/N=C/c1ccc2c(c1)OCO2)c1cccs1	7%	-2%	·	-5%	7%	-5%	-4%
N#CCCn1c(SCC(=O)N2CCN(S(=O)(=O)c3ccccc3)CC2)nc2ccccc21	9%	10%	2%	-14%	-24%	?	16%[38.3 µM]
COc1ccc(-c2cn(-c3ccc(C)cc3C)c(=O)[nH]2)cc1OC	7%	-12%	-34%[inhibitor]	·	-9%	?	-6%
CC(C)CC[n+]1ccn(C2=C([O-])c3ccccc3C(=O)/C2=N\S(=O)(=O)c2ccccc2)c1	9%	?	-77%[inhibitor]	3%	15%	-17%	15%[38.3 µM]
COc1cccc(C2SCC(=O)N2c2ccc(C)cc2)c1OC (stereo not drawn)	-11%	-8%	20%[10 µM]	-1%	10%	6%	16%
Cc1ccc(CNC(=O)CCNC(=O)c2ccc(Br)o2)cc1	3%	12%[9.22 µM]	5%	-3%	4%	-5%	18%[38.3 µM]
N#C/C(=C\c1ccc(N2CCCCC2)c([N+](=O)[O-])c1)c1nn(-c2ccccc2)c(N)c1C#N	-4%	-14%	3%[10 µM]	-6%	7%	1%	7%
O=C(Oc1ccc(-c2ccccc2)cc1)N1CCOCC1	0%	4%	-23%	-16%	-10%	-1%	6%[38.3 µM]
C/C(=N\c1nc2ccccc2n1C)c1cc(Cl)ccc1O	7%	-4%	6%	-9%	12%	-14%	6%[38.3 µM]
COc1ccccc1NC(=O)CN(C)S(=O)(=O)c1cc(C)ccc1OC	1%	10%	12%	-17%	-11%	-13%	-4%[38.3 µM]
Cn1c(N2CCN(C(=O)Nc3ccc(C(F)(F)F)cc3)CC2)nc2ccccc21	-3%	-1%	-7%	-1%	1%	-2%	24%[38.3 µM]
C(=N\C(/N=C/c1ccco1)c1ccco1)/c1ccco1	10%	18%	1%	-5%	10%	-4%	3%[38.3 µM]
CC(=O)c1ccc(NC(=S)NC(C)CCc2ccccc2)cc1 (stereo not drawn)	3%	-5%	-7%	-6%	-21%	?	7%
O=C(CS(=O)c1ccc(F)cc1)Nc1ccccc1Cl (stereo not drawn)	8%	13%	9%[10 µM]	0%	3%	8%	-5%
CC1Cc2ccccc2N1S(=O)(=O)c1cccc(C(=O)NC2CC2)c1 (stereo not drawn)	0%	-18%	-23%[10 µM]	-4%	10%	-6%	3%[38.3 µM]
CCc1nnc(NC(=O)CSc2ncc(-c3ccccc3)n2CC)s1	-3%	-5%	-9%[10 µM]	6%	16%	-1%	-5%[38.3 µM]

These rows are one share of the data (hit frequency here may not be typical).
